Bioassay records as filed in PubChem.
KDM5B inhibitor = Primary screen for KDM5B Histone Demethylases FDH-coupled qHTS | hit rate 2.6% among 220,000 | KDM5B demethylase, FDH-coupled NADH fluorescence (FDH is formaldehyde dehydrogenase) | Potency, µM (highest dose often 57.7 µM), without a hit: top-dose activity change, negative = inhibition, usual class: inhibitors; active = well fitted inhibition curve with a large enough effect; inconclusive = small, poorly fitted or top-dose-only effect; inactive = no such curve, though single readings can be large or run the other way; also: 0% is about no effect; nearly all actives have a fitted effect of over 70% in size
Target sequence (Q9UGL1 whole entry, looked up): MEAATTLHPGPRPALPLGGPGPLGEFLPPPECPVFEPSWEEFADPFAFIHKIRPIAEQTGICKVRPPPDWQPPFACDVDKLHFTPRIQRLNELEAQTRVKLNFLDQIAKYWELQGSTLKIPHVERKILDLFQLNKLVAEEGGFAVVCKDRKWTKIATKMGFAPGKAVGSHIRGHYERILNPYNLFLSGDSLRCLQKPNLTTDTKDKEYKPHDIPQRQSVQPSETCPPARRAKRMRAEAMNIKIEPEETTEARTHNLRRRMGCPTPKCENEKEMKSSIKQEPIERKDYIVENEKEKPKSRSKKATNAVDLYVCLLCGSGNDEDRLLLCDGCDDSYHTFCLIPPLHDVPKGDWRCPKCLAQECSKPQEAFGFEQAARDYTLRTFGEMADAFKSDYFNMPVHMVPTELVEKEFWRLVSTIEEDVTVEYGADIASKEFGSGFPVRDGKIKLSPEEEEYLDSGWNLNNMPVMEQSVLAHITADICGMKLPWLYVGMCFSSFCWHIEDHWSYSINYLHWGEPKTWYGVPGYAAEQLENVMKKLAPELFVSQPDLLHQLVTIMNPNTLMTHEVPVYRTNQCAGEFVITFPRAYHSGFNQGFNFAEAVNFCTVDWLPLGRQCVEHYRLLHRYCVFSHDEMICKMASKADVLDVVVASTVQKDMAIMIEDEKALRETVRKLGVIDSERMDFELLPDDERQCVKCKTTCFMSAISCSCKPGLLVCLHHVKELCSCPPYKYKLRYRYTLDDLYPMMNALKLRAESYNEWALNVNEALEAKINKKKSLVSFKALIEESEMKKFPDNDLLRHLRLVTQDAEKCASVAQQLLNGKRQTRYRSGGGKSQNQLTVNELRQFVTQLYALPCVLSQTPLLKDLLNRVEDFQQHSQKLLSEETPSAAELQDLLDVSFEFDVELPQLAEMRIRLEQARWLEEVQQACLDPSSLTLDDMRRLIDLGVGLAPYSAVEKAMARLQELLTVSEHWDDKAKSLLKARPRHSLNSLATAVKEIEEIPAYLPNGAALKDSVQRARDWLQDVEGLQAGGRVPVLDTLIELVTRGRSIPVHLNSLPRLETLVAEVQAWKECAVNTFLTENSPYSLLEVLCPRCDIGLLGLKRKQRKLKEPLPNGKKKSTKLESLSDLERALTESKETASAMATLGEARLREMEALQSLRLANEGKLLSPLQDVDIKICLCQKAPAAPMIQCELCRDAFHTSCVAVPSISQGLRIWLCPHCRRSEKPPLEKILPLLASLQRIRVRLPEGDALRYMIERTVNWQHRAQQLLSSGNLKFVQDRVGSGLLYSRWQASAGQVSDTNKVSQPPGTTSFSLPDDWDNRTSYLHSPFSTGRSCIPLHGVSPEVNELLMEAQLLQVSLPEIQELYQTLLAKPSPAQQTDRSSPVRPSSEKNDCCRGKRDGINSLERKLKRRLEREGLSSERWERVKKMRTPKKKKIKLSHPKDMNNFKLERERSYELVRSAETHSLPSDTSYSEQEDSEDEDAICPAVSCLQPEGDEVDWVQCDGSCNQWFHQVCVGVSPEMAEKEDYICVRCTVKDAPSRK
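Measured: NADH fluorescence change, 30 min, RT. System: KDM5BΔAP 200 nM final, H3K4me3 peptide, α-KG, Fe(II), ascorbate, NAD⁺ plus FDH, pH 7.5 HEPES. Compounds: titrated, 10 min pre-incubation with enzyme.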
* marks the source's active call; other numbers are inactive results; i = inactive; ? = inconclusive; & = joins results of further samples; [ ] = remark or other dose. Potency is read from the fitted curve at half-maximal effect. An excerpt. The share of hits here may be higher or lower than overall.

molecule	KDM5B inhibitor
O=C(COC(=O)c1ccccc1I)c1ccc([N+](=O)[O-])cc1	10%
CC(C)Nc1ncnc(N)c1[N+](=O)[O-]	-11%
COCCOc1ccc(C(=O)N[C@@H]2CNCCC[C@H]2O)cc1	-4%[86.2 µM]
O=C(Nc1ccccc1F)N1CC2CCC(C1)N2Cc1cccc(-c2cccnc2)c1	4%[115 µM]
CCOc1ccc(NC(=O)CC2C(=O)N(c3ccccc3)C(=O)N2C2CCCCC2)cc1 (configuration not stated)	-19%
COC(=O)c1ccccc1NC(=O)Cn1c(=O)cc(-c2ccccc2)c2c(C)nn(C)c21	-5%
Cc1cc(C)cc(NC(=S)NC(=O)Cc2ccccc2)c1	-3%
O=C(Nc1cccnc1)c1cnc2n1CCN(Cc1ccccc1)CC2	2%[86.2 µM]
Cc1cc(NC(=O)CSc2nc3c([nH]c4ccccc43)c(=O)n2-c2ccc(Cl)cc2)no1	-4%
CN(C)S(=O)(=O)N(C)CC1COc2ccccc2O1 (configuration not stated)	9%
Cc1ccc(C2Cn3cnc(C(=O)N4CCC(C(=O)NCc5ccccc5C)CC4)c3CO2)cc1 (configuration not stated)	-8%
Cc1ccc(N2CCN(C(=O)Nc3cn(CC(C)C)c(=O)c4ccccc34)CC2)c(C)c1	?
O=C(Cc1cccs1)NCCc1csc(-c2ccccc2)n1	4%
Cc1ccc(NC(=O)Cn2ccn3nc4c(c3c2=O)CCCCC4)cc1F	?
CCOc1ccccc1C(=O)Nc1cccc(-c2nnc3n2CCCC3)c1	38%[activator]
COc1ccc(CNC(=O)CCNS(=O)(=O)c2ccc3c(c2)oc(=O)n3C)cc1	-11%

The last 2 entries of the section above lead into the next:
molecule	KDM5B inhibitor
CCOc1ccccc1C(=O)Nc1cccc(-c2nnc3n2CCCC3)c1	38%[activator]
COc1ccc(CNC(=O)CCNS(=O)(=O)c2ccc3c(c2)oc(=O)n3C)cc1	-11%
COCc1ncc(C)n1CCNC(=O)c1n[nH]c(=O)c2ccccc12	?
Cc1ccc(NC(=O)Cn2nnc(-c3nc(-c4ccc(Cl)cc4)no3)c2N)cc1C	?
CN(C(=O)c1cc2cc(Br)ccc2oc1=O)C1CCCCC1	7%
C/C=C/c1ccc(OCC(=O)O)c(OC)c1	20%
O=C(O)c1ccc(-c2cccc3ccccc23)s1	?
CC(C)S(=O)(=O)N1CCC(F)(c2nc(-c3ccccc3)no2)CC1	-1%
CCCC(=O)Nc1ccc(CNCc2cccnc2)cc1	-24%
Cc1c(NC(=O)COc2cccc(Br)c2)c(=O)n(-c2ccccc2)n1C	11%
Cc1nc2ncnn2c(N2CCCCC2)c1Cc1ccccc1	-2%
Cc1ccc(NC(=O)C2CCCN2C(=O)NC2CCCCC2)cc1F (configuration not stated)	6%
COC(=O)C1=C(C)N=C2SCCC(=O)N2C1c1ccc(OCc2ccccc2)c(OC)c1 (configuration not stated)	?
CCN1C(=O)CCN(C(=O)NCc2ccc(C)cc2)CC12CCOCC2	2%
Cc1ccc(NC(=O)NCC2CCOCC2)cc1	-3%
Cc1ccc(NC(=O)C(C)OC(=O)c2csc(NCc3ccccc3)n2)cc1 (configuration not stated)	3%
C/C(=N\NC(=O)C1CC1c1ccc(C(C)(C)C)cc1)c1ccc(F)cc1 (configuration not stated)	-2%
CCOC(=O)COc1ccc2c(CC)cc(=O)oc2c1C	?
CC(=O)Nc1ccc(CN2C(=O)OC3(CCN(C(=O)COc4ccccc4)CC3)C2(C)c2ccccc2)cc1 (configuration not stated)	8%
COc1ccc(OC)c(/C=C(\C#N)C(=O)Nc2cc(C(F)(F)F)ccc2Cl)c1	13%
c1ccc(OCCNc2nc(-c3cccnc3)nc3c2CCNCC3)cc1	-21%
CCN1CCc2c(sc(NC(=O)Nc3ccc(Cl)cc3)c2C(N)=O)C1	-28%
COc1cc(NC(=O)c2c(C)oc3c2C2=NCCN2C=N3)cc(OC)c1OC	-12%
Cc1ccc(-c2noc([C@@H]3C[C@H](NS(=O)(=O)c4ccc(C)cc4)CN3C)n2)cc1	-5%[86.2 µM]
COc1ccc(N2CCN(CCNC(=O)c3ccc4nc5ccccc5c(=O)n4c3)CC2)cc1	?
OC1(c2ccc(Cl)cc2)CCN(Cc2cn[nH]c2-c2ccccc2)CC1	23%
COc1ccc(C(C)=O)cc1COC(=O)COc1cccc(Br)c1	1%
CCNc1ncnc2sc3c(c12)CCN(C(=O)NCCOC)C3	28µM*
CC(=O)N1Cc2ccccc2CC2(CCCN(Cc3ccc(O)cc3)C2)C1 (configuration not stated)	25%[115 µM]
CCN1C(C(=O)c2ccccc2)=C(OC(=O)c2ccccc2OC)c2ccccc2S1(=O)=O	-21%
CCCN1CCN(C(=O)c2ccnc(C(C)C)n2)[C@H]2CS(=O)(=O)C[C@H]21	3%
Cc1ccn2cc(-c3cc4cc(Cl)ccc4oc3=O)nc2c1	20%
COC(=O)[C@@H]1Cc2ncn(C(C)C)c2CN1S(=O)(=O)c1cccc2c(N(C)C)cccc12	?
CSCCC(NC(=O)c1cc(S(=O)(=O)N2CCOCC2)ccc1C)c1nc2ccccc2[nH]1 (configuration not stated)	12%
O=C(CCn1cnc2sc3c(c2c1=O)CCCC3)NC1CCS(=O)(=O)C1 (configuration not stated)	-1%
CCc1nn(CC(=O)NCCCOC)c(=O)c2cc3ccccc3n12	-9%
O=C(C1CCCCC1)N(Cc1cccnc1)c1nc2ccc(Cl)cc2s1	8%&-20%
COc1cc(NS(=O)(=O)c2cc(C(=O)N3CCCCCC3)cs2)cc(OC)c1	13%
CS(=O)(=O)c1ccc(Cl)c(NC(=O)CCCSc2ccccc2)c1	17%
Cc1ccc(C(=O)N2CCN(c3ccccc3)CC2)cc1S(=O)(=O)N1CCOCC1	43%[activator]
COc1ccc(-c2cc(C(=O)O)c3cc(Br)ccc3n2)cc1OC	5%
Cc1nn(-c2ncnc3nc[nH]c23)c2c1C(c1ccc(F)c(F)c1)CC(=O)N2 (configuration not stated)	9%
CCC(=O)Nc1ccc(C2=Nn3c(nnc3C(C)C)SC2)cc1	?
CCOC(=O)CNC(c1ccccc1)c1cc(Br)ccc1NC(=O)c1ccc(Cl)cc1 (configuration not stated)	?
CCCNC(=O)c1ccc(-n2c(-c3ccccc3)cc3c2CCCCC3)cc1	?
CC(C)NC(=O)c1cnc2c(c1)N(C(=O)Cc1cn(C)c3ccccc13)CCC2	?
Cc1cccc(-c2nc3cc(NC(=O)CC(C)C)ccc3o2)c1	?
Cc1ccsc1CN1CCc2n[nH]c(=O)n2CC1	-4%
COCC1CN(C(C)=O)CC12CCN(S(=O)(=O)c1ccccc1)CC2 (configuration not stated)	-29%
CCOCCCNC(=O)/C(C#N)=C\c1cccc(F)c1	12%
CS(=O)(=O)N1C[C@H]2CCN(Cc3cc(F)ccc3F)C[C@H]21	-23%
CCCC(=O)Nc1ccc2c(c1)nc1n2CCOC1	11%
O=C1CCC(=O)C1	0%
O=C(O)c1ccc(CNCc2ccco2)cc1	0%
Cc1ccc(CN(C)C(=O)C2CCCN(C3CCN(Cc4cccnc4)CC3)C2)o1 (configuration not stated)	-29%
COc1ccc(OC)c(C2CC(=O)N(Cc3ccc(C)cc3)c3c2c(C)nn3-c2nc(C)cc(C)n2)c1 (configuration not stated)	8%
COc1ccc(NC(=O)C2CN(S(C)(=O)=O)CC23CCCCC3)c(OC)c1 (configuration not stated)	20%
COCc1ncc2c(n1)CCCN(CC(=O)NCc1ccccc1OC)C2=O	27%

Filtered by structure: the compounds so far with a nitro group on carbon (2)
molecule	KDM5B inhibitor
O=C(COC(=O)c1ccccc1I)c1ccc([N+](=O)[O-])cc1	10%
CC(C)Nc1ncnc(N)c1[N+](=O)[O-]	-11%

The listing continues:
molecule	KDM5B inhibitor
COc1cccc(NC(=O)c2ccc3c(c2)N(CC(=O)N2CCOCC2)C(=O)C(C)(C)O3)c1	12%
CCN(CC)C(=O)CSc1nc(-c2ccc(C)cc2)nc2c1Cc1c(CO)cnc(C)c1O2	5%
CC(=O)c1c(C)oc2c1cc(NS(=O)(=O)c1ccc(Cl)c(C)c1)c1ccccc12	-24%[11.5 µM]
Cn1c(CN2CCC3(CCNCC3)C2)cc2ccccc21	?
O=C(O)c1ccc(S(=O)(=O)N(Cc2cccs2)CC2CCCO2)cc1 (configuration not stated)	4%
Cc1cn2c(-c3ccccc3F)nc(=S)nc2s1	14%
Cc1cn2nc(C(=O)N3CCC(NC(=O)c4ccccc4C)CC3)cc2c(=O)[nH]1	?
O=C(Cc1cccnc1)N1CC(F)(F)C[C@H]1c1nc(C2CC2)no1	0%
CCN(CC)CCCn1c(-c2ccc(COc3cc(C)ccc3Cl)cc2)n[nH]c1=S	-14%
COc1ccc(OC)c(NC(=O)CN2CCCN(Cc3ccccc3Cl)S2(=O)=O)c1	?
Cc1cc2c(c(=O)n(-c3ccc(F)cc3)c(=O)n2CC(=O)Nc2ccc(F)cc2)n1C	-12%
Nc1nccnc1C(=O)NCCNC(=O)c1ccco1	?
CCC(C)N(C(=O)c1csnn1)C(C(=O)NCc1ccc(F)cc1)c1ccccc1F (configuration not stated)	-3%
O=C(c1ccc(Cn2cncn2)o1)N1CCCCCC1c1nnc(-c2ccccc2)o1 (configuration not stated)	11%
CCC1CCc2c(sc(NC(=O)C3CC3)c2C#N)C1 (configuration not stated)	-24%
COc1ccc(CNC(=O)c2ccc(NC(=O)N3CCSc4ccccc43)cc2)cc1	1%
O=C(c1nc(-c2ccc(Cl)cc2)c2ccccn12)N1CCCC1	i
COc1ccc(-n2c(=O)c3c4c(sc3n(CC(=O)N3CCCCC3C)c2=O)CCC4)c(OC)c1 (configuration not stated)	17%
COc1cc2cc(-c3ccc(OC)c(OC)c3C)nc(N)c2cc1OC	?
CN1CCc2[nH]cnc2C12CCN(C(=O)c1cccc(-n3cccn3)c1)CC2	24%
CC1(C)[C@H](Cc2cc(-c3ccc(F)cc3)on2)C[C@@H]1NCc1cccnc1	3%[86.2 µM]
COc1cccc(CNC(=O)C2CCC(=O)N(CC3CCCCC3)C2)c1OC (configuration not stated)	-4%
CN1C(=O)C(CC(=O)NC2CCCCC2)=C2CCCCC21 (configuration not stated)	-7%
COc1ccc(NS(=O)(=O)c2ccc(-c3n[nH]c(=S)n3Cc3ccccc3)cc2)cc1	-5%
CCC(C)NC/C=C/c1ccccc1 (configuration not stated)	0%
COc1ccc(OCC(=O)OCc2cc(=O)n3nc(C4CCCCC4)sc3n2)cc1	-8%
CCNc1nccc(N2CCC(CC(=O)NCc3ccccc3F)CC2)n1	-5%
Fc1cccc(Nc2ncc(-c3cccnc3)c3c2OCC3)c1	32µM*
COc1ccc(C(=O)N2CCC([C@@H]3CNC[C@H]3CO)CC2)cc1OC	-28%
O=C(Cc1ccccc1)NCc1ccnc2[nH]ccc12	-2%[86.2 µM]
COCCn1cc(CN2CCN(c3ccccn3)CC2)ccc1=O	-25%
Cc1ccc(NC(=O)Cn2nnc(-c3nc(-c4ccncc4)no3)c2N)cc1	10%
S=C(Nc1ccccc1)N[C@H]1CO[C@H]2[C@@H]1OC[C@@H]2Nc1nccc(-c2ccco2)n1	25µM*
CCCCOc1cc(O)c2c(=O)cc(-c3ccccc3)oc2c1	10%
O=C(Nc1cccc([N+](=O)[O-])c1)C1C2CC/C=C\CCC21 (configuration not stated)	-3%
COC[C@@H]1CN(C(=O)c2ccn[nH]2)C[C@H]1c1ccncc1	13%
Cc1ccsc1C(=O)N1CCc2n[nH]c(=O)n2CC1	32%[activator]
CC(C)c1ccc(CN(C(=O)c2nn(C)c(=O)c3ccccc23)C2CC2)cc1	15%
CSCC[C@@H](NC(=O)C(c1ccccc1)c1ccccc1)C(=O)O	6%
CNC(=O)[C@@H]1CN(C(=O)c2ccc(F)cc2F)C[C@H]1COC	18%

Quoted at random: two compounds from above, in no set order.
molecule	KDM5B inhibitor
CSCC[C@@H](NC(=O)C(c1ccccc1)c1ccccc1)C(=O)O	6%
COC[C@@H]1CN(C(=O)c2ccn[nH]2)C[C@H]1c1ccncc1	13%

(next part)
molecule	KDM5B inhibitor
COc1cc(C)cc2oc(=O)c(CC(=O)NCCCn3ccnc3)c(C)c12	i
COc1ccc(C(=O)/C=C/c2ccc(Br)cc2)cc1	10%
COc1ccc(NC(=O)c2coc(=O)c3ccccc23)cc1OC	-8%[11.5 µM]
Cc1ccc(-c2ccc(OC(=O)c3ccc(C)c(Br)c3)cc2)cc1	28%
CCOc1ccc(CCNC(=S)NC(=O)c2ccc(F)cc2Cl)cc1OCC	18%
CC(=O)c1cccc(N2C(=O)[C@@H]3C[C@@H](NC(=O)c4ccncc4)CCN3C2=O)c1	-13%[86.2 µM]
O=C(Nc1ccccc1)Nc1ccc2ccccc2c1	-1%
CC(C)c1cccc(C(C)C)c1NC(=O)COC(=O)Cc1n[nH]c(=O)c2ccccc12	18%
N#Cc1ccccc1CNc1cccc(Cl)c1F	15%
O=C(CSc1nc2c([nH]c3ccccc32)c(=O)n1-c1cccc(Cl)c1)NCC1CCCO1 (configuration not stated)	?
CC(=O)N1CCC(NC[C@H]2O[C@@H]3C[C@@H](CC(=O)N4CCOCC4)O[C@@H]3[C@@H]2O)CC1	14%[86.2 µM]
Cc1nc2ncccn2c1C(=O)N1CCn2nc(CO)cc2C1	32µM*
CCOc1ccc(NC(=O)c2c(C)oc3nc(C)nc(N4CCCC4)c23)cc1	-13%
